High-throughput results (PubChem)
Bcl-xL primary: Bcl-xL (human) inhibition; Q07817; GST-Bcl-xL / FITC-Bim BH3 peptide fluorescence polarization; inhibition, % at 10.9 µM; 320,000 compounds, 0.7% hits;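 active = inhibition above the mean of all tested compounds plus 3 SD, cutoff set per campaign, cut at about 30% in these data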;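 note: 0% = DMSO wells and 100% = unlabeled Bim-BH3 peptide competitor; inhibitors lower millipolarization by displacing the labeled peptide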
Target sequence (Q07817 whole entry, looked up): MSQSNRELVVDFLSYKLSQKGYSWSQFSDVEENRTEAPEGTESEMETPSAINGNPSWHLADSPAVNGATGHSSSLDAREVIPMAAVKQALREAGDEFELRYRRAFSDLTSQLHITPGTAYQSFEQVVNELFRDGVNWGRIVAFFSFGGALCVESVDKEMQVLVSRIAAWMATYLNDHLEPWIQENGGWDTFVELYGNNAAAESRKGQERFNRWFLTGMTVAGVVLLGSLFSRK
MEX-5 binding: C. elegans MEX-5 TCR-2 RNA binding activity. MEX-5/FITC-TCR2 RNA binding, fluorescence polarization; stronger effect = lower value. 300,000 compounds, 0.38% hits. AID 1832. activity score (negative = inhibition of binding), % at 10 µM;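 active = inhibition past about -25% in most replicates, and total fluorescence under double the plate's negative control median, limit read from the data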;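 note: 0% = DMSO and -100% = 5 µM competing unlabeled TCR2 RNA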
Efflux pump mplx: antifungal efflux pump inhibition, Nile Red retention. 330,000 compounds, 0.44% hits. S. cerevisiae Candida pump triplex. AID 485275. inhibition, % at 10 µM;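 active = plate passing quality check with inhibition over a set limit, or well fluorescence over plate mean plus 4 SD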;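 note: Nile Red retained in pooled yeast measured as flow cytometry median fluorescence; 0% = buffer negative control and 100% = Enniatin B positive control; higher means more Nile Red kept so more efflux inhibition; some compounds called inactive have numbers as strong as hits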
MCL1 BIM primary: inhibitors of human MCL1 binding to BIM-BH3 peptide | GST-MCL1 / FITC-Bim-BH3 fluorescence polarization | inhibition, % at 10.9 µM | 320,000 compounds, 0.68% hits | AID 2057;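 active = inhibition above the mean inhibition of all tested compounds plus 3 SD, set per campaign, cut at about 40% in these data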;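 note: 0% = DMSO wells and 100% = unlabeled Bim-BH3 peptide control; higher means more loss of mP so more displacement of Bim peptide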
Target sequence (Q07820 whole entry, looked up): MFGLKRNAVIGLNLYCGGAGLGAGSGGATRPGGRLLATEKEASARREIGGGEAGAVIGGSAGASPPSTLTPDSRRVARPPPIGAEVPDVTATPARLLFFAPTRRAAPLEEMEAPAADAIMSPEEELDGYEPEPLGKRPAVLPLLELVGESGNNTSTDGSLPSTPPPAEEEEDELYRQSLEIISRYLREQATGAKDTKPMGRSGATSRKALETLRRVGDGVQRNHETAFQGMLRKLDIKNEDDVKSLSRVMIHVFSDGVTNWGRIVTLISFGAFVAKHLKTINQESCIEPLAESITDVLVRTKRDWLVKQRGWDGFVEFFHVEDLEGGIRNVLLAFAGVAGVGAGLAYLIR
ZTA counter: ZTA (EBV) inhibition in EBNA-1 counter-screen | ZTA-DNA binding, fluorescence polarization | inhibition, % at 11 µM | 320,000 compounds, 0.15% hits | AID 2234; in the data active = inhibition above about 33%
GLD-1 TGE inh: GLD-1-TGE RNA interaction inhibition (C. elegans) | AID 2280 | 320,000 compounds, 0.44% hits | inhibition, % at 5.96 µM | purified GLD-1 + fluorescein TGE RNA, fluorescence polarization | Q17339;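 active = percent inhibition above a per-plate cutoff, the plate mean of test compounds plus 3 SD, cut at about 30% in these data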;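 note: 0% = DMSO wells with GLD-1 and probe and 100% = wells lacking GLD-1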
Target sequence (Q17339 whole entry, looked up): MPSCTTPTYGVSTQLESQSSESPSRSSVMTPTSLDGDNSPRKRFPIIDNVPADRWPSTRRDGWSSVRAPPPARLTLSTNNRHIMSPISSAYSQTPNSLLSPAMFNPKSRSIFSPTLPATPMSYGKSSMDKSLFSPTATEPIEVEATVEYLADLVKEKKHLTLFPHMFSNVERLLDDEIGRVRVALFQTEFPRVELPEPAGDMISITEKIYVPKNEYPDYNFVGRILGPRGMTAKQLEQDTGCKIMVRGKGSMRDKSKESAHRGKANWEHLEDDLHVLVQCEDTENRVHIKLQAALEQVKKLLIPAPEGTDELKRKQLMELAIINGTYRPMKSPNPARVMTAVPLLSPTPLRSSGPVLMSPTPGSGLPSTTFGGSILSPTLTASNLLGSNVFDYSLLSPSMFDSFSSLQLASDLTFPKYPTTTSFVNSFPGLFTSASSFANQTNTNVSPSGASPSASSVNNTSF
Yeast superoxide: yeast age-related superoxide inhibition as caloric restriction mimetic; S. cerevisiae aged cells, superoxide DHE fluorescence; stronger effect = lower value; superoxide response (% of plate mean), % at 10 µM; 330,000 compounds, 0.18% hits;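 active = superoxide response under a set limit, about three screen SD below normal, cut at about 65% in these data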;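 note: yeast aged for seven days with compound at 30 °C before DHE staining; 100% = average MFI of all compound-treated wells on the plate with controls excluded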
Fam108B inh: blocks mouse Fam108B hydrolase in RBBP9 counter-screen | AID 1947 | 300,000 compounds, 0.33% hits | inhibition, % at 9.51 µM | recombinant Fam108B, FP-Rh probe fluorescence polarization;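 active = inhibition above the screen mean inhibition plus 3 SD, computed separately per campaign, cut at about 18% in these data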;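 note: inhibitors lower polarization as less probe binds the enzyme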
EBNA-1 inh: blocks EBNA-1 binding to DNA | 300,000 compounds, 0.34% hits | inhibition, % at 14.8 µM | EBNA-1 DNA binding, fluorescence polarization; in the data active = inhibition above about 28%
* = called active by the depositor; nt = no result given.

1) CC(=O)CCc1oc2ccc(C)cc2c1-c1ccc(C)o1
2) CCOc1ccc(OCC)c(NC(=O)C2CCCN2S(=O)(=O)c2cccc3cccnc23)c1 (configuration not stated)
3) CCN(CC)c1ccc(/C=N/NC(=O)c2ccc(Br)o2)cc1
4) COc1cccc(-c2nnc3sc(-c4ccco4)nn23)c1
5) Cc1cc2nsnc2c(S(=O)(=O)NCC(=O)O)c1C
6) CCCCCC[n+]1c(-c2ccc(Cl)cc2Cl)csc1Nc1ccccc1
7) CN1CCc2c(sc(/N=C/c3c[nH]c4ccccc34)c2C#N)C1
8) CCCc1cc(=O)[nH]c(SCC(=O)NC(=O)c2ccccc2)n1
Assay by compound	1	2	3	4	5	6	7	8
Bcl-xL primary	0	2	3	6	7	-2	9	-4
MEX-5 binding	0.6	3.2	-1.1	-0.9	-0.7	0.3	-1.0	0.3
Efflux pump mplx	-0.1	0.1	0.2	-0.1	-0.1	0.1	-0.1	0.1
MCL1 BIM primary	0	3	5	8	10	0	1	-1
ZTA counter	9	9	3	-12	-8	-2	23	-4
GLD-1 TGE inh	-1	2	-7	0	3	-3	-62	-1
Yeast superoxide	99	104	92	123	105	108	104	85
Fam108B inh	1	0	5	4	12	1	3	-1
EBNA-1 inh	4	13	-2	5	8	-2	5	3

9) O=C(CCC(=O)c1cccs1)Nc1ccc(F)c(F)c1F
10) CN=C1SC(CC(=O)Nc2ccc(N3CCOCC3)cc2)C(=O)N1C (configuration not stated)
11) COC(=O)c1sccc1S(=O)(=O)NC(C)c1cnn(-c2ccc(OC)cc2)c1C (configuration not stated)
12) CCOc1ccc(N(CC)C(=O)c2nn(-c3ccc(OC)cc3)c(=O)c3c2c2ccccc2n3C)cc1
13) CCN(CC(=O)Nc1ccc(NC(C)=O)cc1)C(=O)C(c1ccccc1)c1ccccc1
14) CCO[C@@H]1OC(C(=O)NCc2ccccc2)=C[C@H](C2CC2)[C@H]1CCCO
15) CCOC(=O)C1(Cc2cccc(OC)c2)CCN(CC=C(C)C)CC1
16) CC(C)(C)C1=C(C#N)C(c2ccc3c(c2)OCO3)C(C#N)=C(N)O1 (configuration not stated)
Assay by compound	9	10	11	12	13	14	15	16
Bcl-xL primary	2	3	4	3	-7	-2	6	-12
MEX-5 binding	0.2	-0.8	0.2	-0.2	-1.6	2.4	2.1	8.0
Efflux pump mplx	0.0	0.0	-0.1	0.0	-0.2	nt	-0.1	-0.1
MCL1 BIM primary	1	3	6	10	-4	-4	6	-6
ZTA counter	-2	-18	1	-5	-4	5	95*	-8
GLD-1 TGE inh	8	4	9	13	12	1	-2	-1
Yeast superoxide	98	73	98	111	75	nt	89	112
Fam108B inh	3	1	-2	-2	-1	2	5	10
EBNA-1 inh	-2	-8	3	3	0	0	-1	11

Full records as entered above. Values in the order: Bcl-xL primary | MEX-5 binding | Efflux pump mplx | MCL1 BIM primary | ZTA counter | GLD-1 TGE inh | Yeast superoxide | Fam108B inh | EBNA-1 inh
Entry for CCN(CC(=O)Nc1ccc(NC(C)=O)cc1)C(=O)C(c1ccccc1)c1ccccc1 = -7 | -1.6 | -0.2 | -4 | -4 | 12 | 75 | -1 | 0
Entry for CC(C)(C)C1=C(C#N)C(c2ccc3c(c2)OCO3)C(C#N)=C(N)O1 (configuration not stated) = -12 | 8.0 | -0.1 | -6 | -8 | -1 | 112 | 10 | 11
Entry for CCO[C@@H]1OC(C(=O)NCc2ccccc2)=C[C@H](C2CC2)[C@H]1CCCO = -2 | 2.4 | nt | -4 | 5 | 1 | nt | 2 | 0
Entry for COC(=O)c1sccc1S(=O)(=O)NC(C)c1cnn(-c2ccc(OC)cc2)c1C (configuration not stated) = 4 | 0.2 | -0.1 | 6 | 1 | 9 | 98 | -2 | 3

Later entries
17) Cn1cnnc1SCc1ccc(C(=O)N=Nc2c(O)n(C)c3ccccc23)cc1
18) CCn1c2ccccc2c2nnc(SCc3ccc(C(=O)OC)o3)nc21
19) O=C(/C=C/c1ccccc1)Nc1cccc(C(=O)O)c1
20) Cc1cc(=O)oc2cc(OCC(=O)OCC(=O)Nc3c(C)n(C)n(-c4ccccc4)c3=O)ccc12
21) O=C(NC1CCCC1)C1CC(=O)N(c2ccc(F)cc2)C1 (configuration not stated)
22) O=C(CCc1nnc(C2(c3ccc(Cl)cc3)CCC2)o1)NC1CC1
23) CC(NC(=O)c1cn(C)c2ccc(S(=O)(=O)N3CCCC3)cc2c1=O)c1ccc2c(c1)OCCO2 (configuration not stated)
24) COc1cc(NC(=O)c2ccc(COCC(F)(F)F)o2)cc(OC)c1OC
Assay by compound	17	18	19	20	21	22	23	24
Bcl-xL primary	6	8	3	3	-2	1	10	3
MEX-5 binding	-1.5	3.5	-0.7	2.6	0.8	-1.8	nt	-1.4
Efflux pump mplx	-0.1	0.0	0.1	0.1	-0.1	-0.1	-0.1	0.1
MCL1 BIM primary	11	9	-1	1	-2	0	10	7
ZTA counter	-2	-21	2	-4	6	-6	-2	10
GLD-1 TGE inh	-4	6	9	6	4	-4	-2	3
Yeast superoxide	117	94	88	105	97	103	96	95
Fam108B inh	3	3	1	3	0	4	2	-4
EBNA-1 inh	5	-4	9	-7	3	5	9	10

25) O=C(Nc1ccc(F)cc1)c1cc(-c2ccccc2)no1
26) Cc1cccc2cc(COC(=O)c3cccs3)c(=O)[nH]c12
27) C=CCc1ccc(OCCn2cncn2)c(OC)c1
28) Cn1c(CNC(=O)CCNC(=O)c2ccccc2F)cc(=O)n(C)c1=O
29) Cc1c(S(=O)(=O)N2CCN(c3cccc(Cl)c3)CC2)c(=O)n(C)c(=O)n1C
30) CCCc1nnc(SCC(=O)Nc2ccc(OCC)cc2)n1N
31) COc1ncnc2c1cnn2-c1ccccc1
32) CCOc1ccc(-n2c(SCC(=O)Nc3ccc(Br)cc3)nc3n[nH]c(C)c3c2=N)cc1
Assay by compound	25	26	27	28	29	30	31	32
Bcl-xL primary	-3	3	5	1	-5	1	3	5
MEX-5 binding	2.3	-0.2	-2.0	1.6	-0.2	1.3	1.4	1.5
Efflux pump mplx	0.0	-0.1	-0.1	-0.1	-0.1	-0.1	0.2	0.0
MCL1 BIM primary	0	-2	4	6	-11	4	6	10
ZTA counter	1	7	0	-2	8	5	3	-7
GLD-1 TGE inh	6	3	1	-1	-1	-4	5	7
Yeast superoxide	97	95	102	98	100	95	101	104
Fam108B inh	0	-1	3	3	0	-4	-5	-3
EBNA-1 inh	3	-11	-6	-10	10	4	1	1

33) Cc1cc(C(=O)CSc2nc(N)cc(=O)[nH]2)c(C)n1CCc1ccc(F)cc1
34) CCOC(=O)[C@@H](CCc1ccccc1)N[C@H](C)C(=O)N1[C@H](C(=O)O)C[C@@H]2CCC[C@@H]21
35) Cc1nnc(NC2=NCCC2)o1
36) Cc1cc(C)nc(NC(=O)c2ccc(COc3ccccc3Cl)cc2)c1
37) O=C(CCc1nnc(COc2ccccc2)o1)NCCc1cccs1
38) COc1ccc(CCNC(=O)COC(=O)c2cccs2)cc1OC
39) COc1cc2c(C(=O)N3CCOCC3)c(CSc3ccccc3)n(C)c2cc1Br
40) Cc1ccc(C)c2c1cc(C)c1nnc(SCC(=O)NCc3ccc4c(c3)OCO4)n12
Assay by compound	33	34	35	36	37	38	39	40
Bcl-xL primary	0	7	4	-4	4	4	8	4
MEX-5 binding	1.4	3.3	1.9	2.7	1.0	1.3	-0.4	-0.1
Efflux pump mplx	0.0	0.0	-0.1	-0.1	0.0	-0.6	0.0	0.0
MCL1 BIM primary	1	8	0	-2	6	1	10	0
ZTA counter	-3	3	-12	-9	-11	-12	-4	-8
GLD-1 TGE inh	2	1	6	1	1	9	2	5
Yeast superoxide	100	94	96	88	93	114	126	91
Fam108B inh	-5	-3	-2	-13	-2	2	-2	-3
EBNA-1 inh	-2	-1	-2	7	12	-8	0	-17

41) CC1CC(NC(=O)c2cc3c(=O)n4ccccc4nc3n2C)CC(C)(C)C1 (configuration not stated)
42) CS(=O)(=O)c1ccc(-c2nnc(NC(=O)c3ccc(S(=O)(=O)N4CCCC4)cc3)o2)cc1
43) CCOC(=O)c1ccc(NC(=S)N2CCN(Cc3ccccc3)CC2)cc1
44) CSc1cccc(N2C(=O)C3CCCN3C2=S)c1 (configuration not stated)
45) C#CCOCCOCCOCCNc1nc(N2CCOCC2)nc(N2CCN(C(=O)[C@H]([C@@H](C)CC)n3cc([C@@H](N)Cc4ccc(O)cc4)nn3)CC2)n1
46) O=C(Nc1ccccc1Cl)Oc1ccc2ccccc2c1
47) CSc1ncc(Cl)c(C(=O)Nc2ccc(S(=O)(=O)Nc3nccc(C)n3)cc2)n1
48) NS(=O)(=O)c1ccc(CCNC(=O)c2cc([N+](=O)[O-])ccc2N2CCCCC2)cc1
Assay by compound	41	42	43	44	45	46	47	48
Bcl-xL primary	7	6	2	-1	-3	2	4	-1
MEX-5 binding	0.0	-0.9	-1.0	1.0	1.8	0.5	2.4	-0.1
Efflux pump mplx	-0.1	0.0	0.1	0.1	0.0	0.1	-0.2	-0.5
MCL1 BIM primary	0	2	9	-7	2	-8	0	-12
ZTA counter	4	14	-1	16	-1	7	-8	3
GLD-1 TGE inh	4	1	4	2	-3	4	-1	1
Yeast superoxide	101	98	96	112	96	90	86	100
Fam108B inh	2	-2	3	-1	-7	-1	2	-1
EBNA-1 inh	-9	8	3	1	10	19	10	3

49) COc1cccc(-c2ccc(=O)n(CC(=O)NCCN3CCOCC3)n2)c1
50) CCOC(=O)C1CCN(CC(=O)Nc2c(C(=O)OC)[nH]c3ccc(Cl)cc23)CC1
51) COc1cccc(/C=N/NC(=O)CC2C(=O)NN=C2C)c1O (configuration not stated)
52) O=C(NNC1=Nc2cc([N+](=O)[O-])ccc2OC1)c1ccccc1Cl
53) CN(CC(=O)Nc1c(Cl)cccc1Cl)C(=O)C1CSC2(C)CCC(=O)N12 (configuration not stated)
54) O=C(O)CC(Sc1n[nH]c(=S)s1)C(=O)O (configuration not stated)
55) COc1ccc(NC(=S)NCc2ccccn2)cc1OC
56) C#CC[N+](CC)(CC)CC#Cc1cccc(Cl)c1
Assay by compound	49	50	51	52	53	54	55	56
Bcl-xL primary	2	-10	6	-2	1	-1	4	2
MEX-5 binding	-1.6	1.1	-4.4	-2.1	1.0	nt	0.1	-0.7
Efflux pump mplx	-0.1	-0.1	0.1	0.2	0.2	0.0	0.0	0.0
MCL1 BIM primary	3	-11	7	-1	4	-11	3	-4
ZTA counter	-2	5	4	4	2	-16	-4	-8
GLD-1 TGE inh	0	-3	6	4	2	1	4	0
Yeast superoxide	89	99	98	93	109	101	96	96
Fam108B inh	1	3	4	0	1	-1	-5	-1
EBNA-1 inh	7	-5	3	-9	14	-7	2	-10

57) COc1ccccc1/C=C(/NC(=O)c1ccccc1)C(=O)NCCN1CCOCC1
58) CC(=O)N1C(C(=O)O)CSC1c1ccc(C)cc1 (configuration not stated)
59) CCc1sc(C(=O)Nc2ccc(NC(C)=O)cc2)cc1C
60) Cc1c(C(=O)N2CCN(C)CC2)oc2ccc(S(=O)(=O)N3CCOCC3)cc12
61) CC(=Nc1cc(C(=O)c2ccccc2)ccc1N)C1=C(O)CC(C)(C)CC1=O
62) O=C(CCCCCNc1nc(=S)[nH]c2ccccc12)NCCc1ccccc1
63) O=C(c1nc2ccc(Cl)cn2c1CN1CCC(CO)CC1)N1CCc2ccccc2C1
Assay by compound	57	58	59	60	61	62	63
Bcl-xL primary	-2	0	2	-3	4	10	5
MEX-5 binding	-2.2	-0.1	0.8	nt	-0.3	-0.8	-0.4
Efflux pump mplx	0.2	-0.1	-0.4	-0.1	-0.1	0.2	-0.2
MCL1 BIM primary	3	0	0	12	4	7	-4
ZTA counter	6	10	22	8	-7	-15	5
GLD-1 TGE inh	-10	4	-6	0	2	-12	7
Yeast superoxide	90	96	94	114	103	89	94
Fam108B inh	-3	1	5	0	0	-4	-3
EBNA-1 inh	-12	4	8	5	-2	-2	9
